Screening data deposited in PubChem BioAssay by several laboratories.
HTRA1 inh: blocks human HTRA1 serine peptidase. AID 504803. Q92743. recombinant HTRA1, FP-rhodamine activity-based probe, fluorescence polarization. inhibition, % at 5.96 µM. 340,000 tested, 0.5% active; in the data active = inhibition above about 36%;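 note: 0% = enzyme with DMSO and 100% = wells lacking enzyme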
NR1D1 modulator: modulators of human Rev-erb alpha DNA binding; P20393; Rev-erbα–FITC-DNA binding, fluorescence polarization, 90 min; activity, % at 10 µM; 370,000 tested, 0.79% active; AID 1259318;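 active = activity above about 14%, limit read from the data; passing the limit was not always enough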;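 note: 0% = DMSO wells with 35 nM protein and 100% = DMSO wells with 750 nM protein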
Target sequence (P20393 whole entry, looked up): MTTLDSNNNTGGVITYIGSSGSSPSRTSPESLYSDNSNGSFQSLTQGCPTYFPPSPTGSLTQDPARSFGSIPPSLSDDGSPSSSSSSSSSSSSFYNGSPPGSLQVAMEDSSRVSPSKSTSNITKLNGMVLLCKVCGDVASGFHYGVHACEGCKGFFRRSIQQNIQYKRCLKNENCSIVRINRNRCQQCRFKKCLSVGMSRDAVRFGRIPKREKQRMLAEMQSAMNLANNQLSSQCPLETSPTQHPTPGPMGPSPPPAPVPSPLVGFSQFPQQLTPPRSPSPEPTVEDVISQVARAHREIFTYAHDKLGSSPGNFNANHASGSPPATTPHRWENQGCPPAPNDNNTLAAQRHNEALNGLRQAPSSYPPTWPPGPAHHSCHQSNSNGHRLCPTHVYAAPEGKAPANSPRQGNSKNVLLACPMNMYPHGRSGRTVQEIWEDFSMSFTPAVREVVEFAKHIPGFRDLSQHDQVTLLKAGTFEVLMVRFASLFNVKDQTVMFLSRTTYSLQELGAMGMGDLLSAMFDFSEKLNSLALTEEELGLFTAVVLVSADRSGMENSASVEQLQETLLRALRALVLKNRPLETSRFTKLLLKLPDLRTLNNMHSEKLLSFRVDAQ
rCAG binder: binds r(CAG) RNA repeats; r(CAG) RNA repeat, TO-PRO-1 dye displacement fluorescence; inhibition, % at 3 µM; 370,000 tested, 1.3% active; AID 651821;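 active = inhibition above the plate cutoff, the mean of all test compounds on that plate plus 3 SD, cut at about 35% in these data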;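 note: 0% = DMSO alone and 100% = 100 µM mitoxantrone as full dye displacement; higher means more dye released from RNA so lower well fluorescence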
TDP2 inh: TDP2 (human) inhibition, absorbance primary screen; O95551; recombinant TDP2, T5PNP hydrolysis, p-nitrophenol absorbance 415 nm; inhibition, % at 12.8 µM; 370,000 tested, 0.34% active; AID 720702;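 active = inhibition above the mean of all tested compounds plus 3 SD, set per campaign, cut at about 25% in these data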;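 note: 0% = DMSO with enzyme and 100% = buffer with substrate but no TDP2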
Target sequence (O95551 whole entry, looked up): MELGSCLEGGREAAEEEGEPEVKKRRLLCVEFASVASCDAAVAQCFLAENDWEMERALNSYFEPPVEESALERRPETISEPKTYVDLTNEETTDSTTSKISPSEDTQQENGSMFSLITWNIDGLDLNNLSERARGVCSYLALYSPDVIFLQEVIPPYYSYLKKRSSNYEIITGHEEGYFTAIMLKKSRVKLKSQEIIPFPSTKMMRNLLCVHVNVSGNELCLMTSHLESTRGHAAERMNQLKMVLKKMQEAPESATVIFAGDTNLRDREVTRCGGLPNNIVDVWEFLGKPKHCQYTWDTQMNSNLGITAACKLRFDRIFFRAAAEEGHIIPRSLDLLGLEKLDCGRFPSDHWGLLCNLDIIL
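Evaluation: % inhibition relative to enzyme-containing and enzyme-free wells. Material: recombinant human TDP2. Benchmarks: enzyme-free and DMSO wells. Timing: enzyme reaction with compound for 2 h at 37 °C. Compound dosing: 12.8 µM only. Measured by: p-Nitrophenol epi absorbance. Reagent: T5PNP substrate at 5 mM, a TopII-DNA adduct mimic. Replication: single well per compound.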
TCR CD3 inh: blocks the human TCR-CD3 interaction; TAMRA-labeled TCR probe fluorescence, biochemical; inhibition, % at 9.4 µM; 360,000 tested, 0.37% active; in the data active = inhibition above about 19%;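 note: recombinant mutant TCR 2C K166C tagged with TAMRA read by polarization; 0% = receptor in buffer alone and 100% = receptor with positive control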
PG9 binder: PG9 antibody binding by small molecule. TR-FRET gp120-PG9 antibody binding. inhibition, % at 6.7 µM. 360,000 tested, 0.43% active. AID 624416; in the data active = inhibition above about 8.5%
LEDGF integ inh: blocks HIV-1 LEDGF/p75-dependent DNA integration | TR-FRET IN-LEDGF/p75 DNA integration, Eu/Cy5 | inhibition, % at 3.7 µM | 370,000 tested, 0.64% active | AID 743269;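 active = inhibition above the screen-wide mean plus 3 SD, cut at about 13% in these data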;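 note: signal is the Cy5 over europium emission ratio at 671 and 618 nm; 0% = plate median of compound wells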
mABHD4 FP: inhibits mouse alpha/beta hydrolase domain 4. inhibition, % at 8.92 µM. 370,000 tested, 0.54% active. purified mABHD4, FP-Rh probe fluorescence polarization. Q8VD66;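 active = inhibition exceeding the mean over every tested compound plus 3 SD, cut at about 30% in these data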;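 note: 0% = plate median of compound wells and 100% = S159A mutant with DMSO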
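Test system: mouse ABHD4 enzyme, wild type. Reagent: FP-Rh fluorescent activity-based probe, added after compound pre-incubation. Timing: pre-incubation 45 min, probe exposure 60 min, at 25 °C. Technique: FP readout, ex 525 nm / em 598 nm. Benchmarks: high control S159A mutant with DMSO, low control median of compound wells.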
SIAE inh: blocks human sialic acid acetylesterase | SIAE FP-Rh probe binding, fluorescence polarization | inhibition, % at 9.66 µM | 370,000 tested, 0.69% active;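 active = inhibition above a cutoff: mean of compounds within the control limits plus 3 SD of those, cut at about 17% in these data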;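 note: 0% = plate median of compound wells and 100% = probe without SIAE protein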
PRMT1 inh: blocks human protein arginine methyltransferase 1. recombinant PRMT1, activity-based probe fluorescence polarization. 370,000 tested, 1.3% active. Q99873. inhibition, % at 2.79 µM;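 active = inhibition above about 21% made by adding two undisclosed values, limit read from the data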
* hit, by the source's call; x = not tested or not shown. These rows are one share of the data; rates above refer to the full screens.

SMILES	HTRA1 inh	NR1D1 modulator	rCAG binder	TDP2 inh	TCR CD3 inh	PG9 binder	LEDGF integ inh	mABHD4 FP	SIAE inh	PRMT1 inh
COc1ccccc1NC(=O)COC(=O)c1c(C)nn(-c2ccccc2)c1C	-4	4	-2	10	0	-0.7	-1	-6	-7	0
C#CCn1c(O)c(N=NC(=O)C(O)c2ccccc2)c2ccccc21 (stereo not given)	-8	3	0	-3	2	-3.3	4	-7	0	-8
CCOc1ccc(NC(=S)Nc2ccc(Br)cc2Cl)cc1	4	-3	0	9	4	-2.1	3	2	10	-2
COc1ccccc1-n1c(C)cc(/C=C2\C(=N)N3N=C(CC(=O)N4CCOCC4)SC3=NC2=O)c1C	-3	2	24	-10	8	-0.7	0	-1	0	3
Cc1cc(C(=O)CSc2ncn[nH]2)c(C)n1-c1cccc(S(=O)(=O)N2CCOCC2)c1	0	1	11	1	2	-0.8	0	5	3	1
O=C(Nc1ncc(Cl)cn1)c1cccs1	6	2	4	12	1	-1.9	-3	-4	7	-1
O=C(O)c1ccccc1C(=O)NNC(=O)C(c1ccccc1)c1ccccc1	-19	-8	5	-4	0	-2.9	0	-2	-12	0
COc1ccc(C(=O)OCc2cc(=O)oc3c(C)c(C)ccc23)cc1S(=O)(=O)N1CCOCC1	-1	-6	3	0	-5	3.1	-1	7	3	2
O=C(Nc1ccc(-c2nc3ccccc3s2)cc1)c1cc(-n2cnnc2)ccc1Cl	-55	-1	8	-4	2	-0.8	-1	-42	-46	0
Cn1cc(Cl)c(/C=C(\C#N)S(=O)(=O)c2ccccc2)n1	4	-1	-2	6	-6	-0.5	-3	-1	6	6
CCOC(=O)c1ccccc1NC1CC(=O)N(c2ccccc2C)C1=O (stereo not given)	-7	6	-6	-5	9	-0.1	0	-3	-4	14
CCN(Cc1ccccc1)C(=O)c1ccc(CS(=O)c2ccccc2C)o1 (stereo not given)	-3	-2	-7	-9	5	-1.8	-4	2	0	1
CCCC1CCC2(CCCN2CCOC(=S)Nc2ccccc2)CC1 (stereo not given)	x	2	x	1	x	x	1	-1	3	15
Cc1sc2nc(CSc3n[nH]c(N)n3)[nH]c(=O)c2c1C	x	-1	0	3	-5	-0.7	-2	5	-3	0
CC(=O)c1cccc(NC(=O)c2cc(=O)[nH]c3ccc(S(=O)(=O)N4CCOCC4)cc23)c1	1	3	10	-6	-1	0.3	0	-1	-7	-1
NNc1nc(N)c2c(n1)-c1ccccc1CC21CCCC1	-7	-1	9	3	-1	-1.7	0	5	1	3
O=C(NCCO)c1cc2c(s1)CCC2	-4	-1	2	-2	4	-0.1	0	-1	2	3
CCCNC(=O)C1(C)CCN(C(=O)c2c(Cl)cccc2Cl)C1 (stereo not given)	x	6	2	4	-5	0.3	-1	12	-4	6
COc1cc(C#N)ccc1OCC(=O)NCCC1=CCCCC1	2	7	1	0	2	1.5	-1	4	3	-5
COC(=O)c1ccccc1CC1Cc2cc3c(cc2C1=O)CCC3 (stereo not given)	-24	6	0	-3	-8	0.0	0	-2	-8	4
CC1CCCCN1CCCNC(=O)Cn1c(=O)c2cccn2c2ccccc21 (stereo not given)	8	0	1	5	-6	-2.4	0	5	-4	3
CC(C)CNC(=O)CN(C1CCCCC1)S(C)(=O)=O	5	-2	-3	2	-3	0.9	1	8	4	-2
CC1(C(=O)Nc2cccc(OC(F)(F)F)c2)Cc2c(-c3cccc(C(F)(F)F)c3)ccnc2O1 (stereo not given)	x	-5	5	-14	-11	0.0	3	-3	-10	-3
COc1cc(NC(=O)COc2ccc(-n3cnnn3)cc2)c(OC)cc1Cl	0	-16	3	-3	7	-3.1	2	2	0	-4
Cc1ccc(C)c(OCc2nc3ccccc3[nH]2)c1	-6	3	-3	3	2	-0.5	-2	-1	37*	-2
Cc1ccc(NC2c3ncccc3C(=O)N2c2ccccc2C)cc1C (stereo not given)	0	-4	-1	15	2	-1.2	4	7	1	18
Cc1cccc(-c2nsc(SCC(=O)NCc3ccco3)n2)c1	-22	0	5	0	-2	-1.3	3	-15	-1	4
O=C(NCc1cccc(Cl)c1)C1CCN(c2nnc(N3CCCC3=O)s2)CC1	3	6	1	4	6	0.7	-1	-2	-9	-1
C=CCSC1=C(C#N)C(c2ccccc2OCC)C(C#N)C(=O)N1 (stereo not given)	-1	-5	18	3	1	-1.0	2	3	-3	9
Cc1ccc(NC(=O)C(=O)NCc2ccc(/C=C(/C#N)C(=O)NCc3cccnc3)o2)cc1	5	-5	7	-14	-3	-0.2	3	2	-4	4

Filtered by structure, those above containing an NH in an aromatic ring.
SMILES	HTRA1 inh	NR1D1 modulator	rCAG binder	TDP2 inh	TCR CD3 inh	PG9 binder	LEDGF integ inh	mABHD4 FP	SIAE inh	PRMT1 inh
Cc1cc(C(=O)CSc2ncn[nH]2)c(C)n1-c1cccc(S(=O)(=O)N2CCOCC2)c1	0	1	11	1	2	-0.8	0	5	3	1
Cc1sc2nc(CSc3n[nH]c(N)n3)[nH]c(=O)c2c1C	x	-1	0	3	-5	-0.7	-2	5	-3	0
CC(=O)c1cccc(NC(=O)c2cc(=O)[nH]c3ccc(S(=O)(=O)N4CCOCC4)cc23)c1	1	3	10	-6	-1	0.3	0	-1	-7	-1
Cc1ccc(C)c(OCc2nc3ccccc3[nH]2)c1	-6	3	-3	3	2	-0.5	-2	-1	37*	-2

The listing continues.
SMILES	HTRA1 inh	NR1D1 modulator	rCAG binder	TDP2 inh	TCR CD3 inh	PG9 binder	LEDGF integ inh	mABHD4 FP	SIAE inh	PRMT1 inh
CCOc1ccc(NC(=O)CN(C)C(=O)c2cccc(S(=O)(=O)N3CCCC3)c2)cc1OCC	4	1	0	7	-5	-4.1	-1	1	1	-1
COc1cccc(C(=O)N/N=C(\C)CC(=O)Nc2ccc(N(C)C)cc2)c1	-2	-1	1	2	-3	-6.8	-2	2	12	-4
Cc1cccc(C(=O)Nc2ccccc2C(=O)OCC(=O)Nc2ccc(C#N)cc2)c1	-89	-4	22	1	-3	-2.7	2	-60	-113	0
COc1cc(C(=O)NCCc2ccc(F)cc2)c([N+](=O)[O-])cc1OC	7	-2	0	3	9	-1.5	1	-1	-8	-3
Cc1ccc(C2/C(=C(/O)c3cnn(-c4ccccc4)c3C)C(=O)C(=O)N2CCN2CCOCC2)o1 (stereo not given)	3	-6	5	2	3	-0.6	5	8	11	14
CCc1nnc(NC(=O)CSc2nc3c([nH]c4ccccc43)c(=O)n2CCOC)s1	2	-10	0	12	-6	2.4	-1	11	18*	-1
COc1ccc(CNC(=O)CSc2nnc(Cn3nnc4ccccc43)n2C)cc1	10	-1	-2	-5	-14	1.6	0	-6	1	-2
CCOc1ccc2[nH]c(C)c(CN(C)C)c(=O)c2c1	-2	-3	0	12	6	0.0	-2	7	-6	3
C[N+](C)(C)CCCN(Cc1ccc2c(c1)OCO2)C(=O)NC1CCCCC1	-3	1	-4	0	-6	-0.1	-2	-2	-1	-1
Cc1ccc(C)c(NC(=O)Cn2nnc(C(=O)NCc3cccs3)c2N)c1	-5	-9	3	-1	-6	-0.8	2	-3	2	-2
O=C(CN1CCN(Cc2ccccc2Cl)C1=O)NCc1cccnc1	4	-4	-3	-10	-8	0.3	-1	-1	14	10
O=c1oc2ccccc2c(O)c1/C=N/c1ccccn1	-3	-2	4	7	6	1.3	-1	-5	-11	-1
C[C@H]1[C@H](c2ccccc2)Oc2cc(Br)ccc2S(=O)(=O)N1Cc1cccc(F)c1	x	-1	4	11	2	-1.1	1	-2	-6	-3
CC(=O)Nc1ccc(NC(=S)NC(=O)/C=C/c2ccccc2)cc1	4	-5	1	-5	7	-1.8	2	-5	-3	0
Cc1ccc(S(=O)(=O)NCc2csc(C)n2)c(C)c1	8	13	-1	-1	-2	-1.8	-2	3	-1	1
CN(C)CCCN(C(=O)CCSc1ccccc1)c1nc2cc3c(cc2s1)OCO3	2	-1	4	1	4	-0.3	2	1	11	5
Cc1ccc([N+](=O)[O-])cc1NC(=O)CSc1nncn1-c1ccccn1	4	-2	0	7	2	-2.0	-1	4	-2	-1
OCCC1CN(Cc2cccn2-c2nccs2)CCN1Cc1ccc(F)c(F)c1 (stereo not given)	4	0	-6	-18	8	-1.4	1	0	-4	-2
COc1ccc(CCC(=O)Nc2ccc(OC)c(S(=O)(=O)N3CCCCC3)c2)cc1OC	0	-2	5	-2	-6	1.4	-5	-6	-2	4
Cc1cccc(Cl)c1OCCCCn1ccnc1	0	5	-7	2	0	1.4	-4	3	2	3
O=C(O)Cc1ccc(C(=O)c2ccccc2)s1	-6	-1	0	3	1	-0.2	0	1	0	-3
Cc1cc(NC(=O)CCC(=O)N(Cc2ccco2)C(C(=O)NC2CCCCC2)c2cccs2)no1 (stereo not given)	-10	-3	-5	13	-1	1.2	-4	3	0	2
OC(COc1ccccc1)CN(Cc1ccccc1)CC(O)COc1ccccc1 (stereo not given)	-36	-3	-6	-7	7	-1.2	0	-6	4	0
CCN(CC)C(=O)Cn1nnc(-c2ccc(S(C)(=O)=O)cc2)n1	-5	1	-1	-3	-1	1.2	-2	0	1	4
CNC(=S)N/N=C/c1ccc(-c2cccc(C(=O)O)c2)o1	4	-2	4	9	2	-9.0	4	5	7	3
COc1ccc(C(=O)NN(C)c2nc(-c3ccccc3)cc(C)c2S(C)(=O)=O)cc1	6	11	0	4	8	-0.4	1	2	4	0
O=C(CCCCCC(=O)N(CCO)CCO)N(CCO)CCO	2	0	-2	4	-3	-1.6	-4	6	0	1
COC(=O)CN1C(=O)N/C(=C/c2ccc(C)o2)C1=O	9	1	1	6	8	-3.8	-1	8	3	56*
COC(=O)c1oc2ccc(Br)cc2c1-n1cccc1	-5	-1	-1	5	-3	-2.5	4	-7	-5	0
N#CCSc1nnc(COc2cccc3ccccc23)n1-c1ccccc1	-17	2	-3	-4	-1	1.1	3	-14	-5	2
Cc1c(NC(=O)c2c(F)cccc2F)c(=O)n(-c2ccccc2)n1C	-1	-9	-2	5	-8	3.8	0	3	4	0
OCCC1CN(Cc2ccc(Oc3ncccn3)cc2)CCN1C1CCCC1 (stereo not given)	3	-4	-9	10	2	0.0	-1	-1	0	-2
O=C(O)C1CCN(S(=O)(=O)c2ccc(N3CCOCC3)c([N+](=O)[O-])c2)CC1	-8	-1	3	-2	0	-1.1	-4	8	-3	2
COc1ccc(OC)c(C2Nc3c(Cl)ccc(C(=O)O)c3C3C=CCC32)c1 (stereo not given)	16	-3	50*	13	0	-1.5	9	47*	6	46*
CCOC(=O)C1CCN(C(=O)COc2ccc(S(=O)(=O)N3CCOCC3)cc2)CC1	4	-5	-9	10	2	0.4	-1	4	7	0
Cc1cc(C)c2ccc(NN)nc2c1O	33	-1	4	1	4	-2.9	-1	15	3	-2
COc1cc(C2OC(c3cc(OC)c(OC)c(OC)c3)C(C)C2C)cc(OC)c1OC (stereo not given)	-8	2	-11	2	9	-0.5	3	2	-8	-4
O=C(Nc1sc2c(c1C(=O)c1ccccc1)CCCC2)c1cccnc1	-6	6	5	-7	4	0.5	0	-8	-8	-1
O=C(NC1CCCCC1)C(c1ccc(F)cc1)N(CCc1ccccc1)C(=O)CN1C(=O)c2ccccc2S1(=O)=O (stereo not given)	-6	0	2	10	5	-4.4	8	1	13	0
